GalR3 antagonist: human GalR3 antagonism | O60755 | HEK293 GalR3-CNG cAMP membrane potential fluorescence; galR3 body fused to GalR1 C-terminus | inhibition, % at 3 µM | hit rate 0.44% among 360,000;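 active = inhibition above the screen-wide average plus 3 SD, cut at about 13% in these data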;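 note: forskolin and galanin both at EC90 stimulate the cells; cAMP rise reported by CNG channel membrane potential dye signal; 0% = forskolin plus galanin with DMSO and 100% = forskolin alone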
VIM-2 inhibitor: inhibitors of Pseudomonas aeruginosa VIM-2 metallo-beta-lactamase | hit rate 0.89% among 290,000 | inhibition, % at 5.6 µM | AID 1527 | purified VIM-2, nitrocefin hydrolysis, epi-absorbance fluorescence;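 active = inhibition above the mean of all tested compounds plus 3 SD, cutoff set per screening run, cut at about 7.5% in these data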;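 note: red hydrolysis product quenches plate fluorescence so inhibitors raise well fluorescence; 0% = enzyme with DMSO and 100% = DMSO without enzyme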
IDE inh: inhibitors of human insulin-degrading enzyme in cells. P14735. HEK cells, FAbetaB cleavage, fluorescence polarization. inhibition, % at 5.59 µM. hit rate 0.41% among 320,000. AID 434962;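 active = percent inhibition above the average of all tested compounds plus 3 SD, set per screening campaign, cut at about 16% in these data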;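 note: IDE supplied by intact live HEK cells; FP after avidin binding of uncleaved biotin substrate so inhibition keeps polarization high; 0% = DMSO wells and 100% = 60 µM reference IDE inhibitor Ii1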
Target sequence (P14735 whole entry, looked up): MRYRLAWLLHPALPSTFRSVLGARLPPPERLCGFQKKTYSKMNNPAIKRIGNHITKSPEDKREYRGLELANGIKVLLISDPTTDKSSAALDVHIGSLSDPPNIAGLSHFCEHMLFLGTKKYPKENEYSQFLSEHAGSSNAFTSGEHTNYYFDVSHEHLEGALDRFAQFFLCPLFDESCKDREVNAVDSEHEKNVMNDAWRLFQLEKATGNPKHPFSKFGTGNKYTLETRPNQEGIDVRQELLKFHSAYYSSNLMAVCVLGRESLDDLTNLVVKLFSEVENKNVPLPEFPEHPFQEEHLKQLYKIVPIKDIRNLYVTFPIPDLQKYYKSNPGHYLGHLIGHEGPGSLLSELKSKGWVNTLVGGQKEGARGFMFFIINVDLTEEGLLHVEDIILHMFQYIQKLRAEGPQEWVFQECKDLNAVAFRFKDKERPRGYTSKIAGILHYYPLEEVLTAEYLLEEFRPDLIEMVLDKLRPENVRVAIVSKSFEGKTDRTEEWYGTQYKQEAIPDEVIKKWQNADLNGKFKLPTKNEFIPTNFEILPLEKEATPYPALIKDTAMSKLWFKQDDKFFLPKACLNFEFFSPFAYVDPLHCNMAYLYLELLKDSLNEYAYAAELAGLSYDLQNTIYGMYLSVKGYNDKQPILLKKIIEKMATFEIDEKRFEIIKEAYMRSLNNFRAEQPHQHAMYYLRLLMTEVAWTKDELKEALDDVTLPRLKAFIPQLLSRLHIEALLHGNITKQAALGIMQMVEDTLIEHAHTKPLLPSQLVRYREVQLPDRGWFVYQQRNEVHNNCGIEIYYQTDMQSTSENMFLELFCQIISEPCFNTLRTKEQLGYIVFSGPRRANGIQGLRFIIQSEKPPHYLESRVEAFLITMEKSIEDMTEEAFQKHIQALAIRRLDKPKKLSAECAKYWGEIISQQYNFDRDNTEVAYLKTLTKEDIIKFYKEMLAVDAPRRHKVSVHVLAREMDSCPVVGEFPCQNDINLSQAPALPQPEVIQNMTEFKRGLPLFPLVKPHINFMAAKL
pCIP destab: compounds decreasing mouse p/CIP protein stability; Q05BA5; hit rate 0.01% among 290,000; AID 1984; F442A p/CIP-EGFP cells, EGFP fluorescence, 16 h; decrease of EGFP signal, % at 10 µM;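 active = EGFP signal decrease of at least 30% at 10 µM or well 3 SD below plate mean, unless failing retest; inactive = the rest, including hits failing retest or dose response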; note: some compounds called inactive have numbers as strong as hits; many of its hits are not listed in these tables
HCV NS3 hel inh: HCV NS3 helicase inhibition. NS3 helicase DNA unwinding, Cy5 molecular beacon fluorescence. inhibition, % at 10.9 µM. hit rate 0.56% among 290,000;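 active = inhibition above the mean of all tested compounds plus 3 SD, set per campaign, cut at about 35% in these data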;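 note: 0% = DMSO wells and 100% = thioflavine S control wells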
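System: Hepatitis C virus NS3 helicase domain fragment enzyme | Reagent: Annealed dual-labelled DNA beacon duplex, ATP-started | Compound dosing: 10.9 µM single point, 0.8% DMSO | Incubation: 1 h reaction at 25 °C, ATP-initiated | Technique: Cy5 fluorescence | Evaluation: Percent inhibition from t60/t0 fluorescence ratio | Benchmarks: Low DMSO, high thioflavine S at 110 µM | Replication: Singlicate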
SUMO HTRF inh: blocks human SUMOylation mediated by UBC9; P63279; HTRF SUMOylation assay, SAE1/SAE2 + UBC9, in vitro; inhibition, % at 35 µM; hit rate 0.36% among 290,000; in the data active = inhibition above about 50%, passing the limit was not always enough; note: strong numbers were not always called active
IDE act: activators of human insulin-degrading enzyme in cells; P14735; AID 493087; HEK cells, FAbeta-B cleavage, fluorescence polarization; 0% vehicle, 100% cell-free pure enzyme wells; hit rate 0.073% among 340,000; activation, % at 5.96 µM;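 active = activation above the mean of all tested compounds plus 3 SD, set per screening campaign, cut at about 17% in these data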
IMP-1 inh: inhibitors of Pseudomonas aeruginosa IMP-1 metallo-beta-lactamase; hit rate 0.45% among 290,000; inhibition, % at 5.6 µM; purified IMP-1, nitrocefin hydrolysis, epi-absorbance fluorescence;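 active = inhibition above the mean plus 3 SD of all compounds in the same screening run, cut at about 4.5% in these data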;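 note: 0% = IMP-1 with DMSO and 100% = DMSO wells lacking enzyme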
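system = purified recombinant IMP-1 beta-lactamase | amount = 0.2 nM IMP-1, as dispensed | medium = HEPES buffer pH 7.1 with ZnSO4 and Brij 35 | times = 25 °C, 15 min preincubation, 25 min reaction | detection = plate fluorescence quenching by hydrolysis product, ex 480/em 530 nm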
CRFBP-R2 block: CRF-BP/CRF-R2 complex antagonism; HEK293 CRF-R2/CRF-BP, CRF-induced calcium fluorescence; inhibition, % at 11.8 µM; hit rate 0.59% among 350,000; AID 588475;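 active = inhibition of the ligand-induced calcium signal above about 50% at the single tested concentration, limit read from the data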
The depositor's hits bear a star; · = no result given.

Values in the order: CRFBP-R2 block	GalR3 antagonist	VIM-2 inhibitor	IDE act	IMP-1 inh	HCV NS3 hel inh	IDE inh	SUMO HTRF inh	pCIP destab
> COc1ccc(NC(=O)C(NC(=O)c2ccc(=O)[nH]c2)c2ccc(C)cc2)cc1 (stereo not given)
 : 21	-2	-2.6	2	-2.9	11	-5	-1	3
> CCC(C)OC(=O)n1ccc(C(=O)Nc2nccs2)n1 (stereo not given)
 : -15	0	-4.1	0	-3.1	5	3	26	0
> C/C(=N\NC(=O)C(N)=O)c1ccc(NC(=O)c2cccs2)cc1
 : -14	-5	-4.1	·	1.4	5	1	10	-16
> CCN(c1ccc(NC(=O)COC(=O)c2ccc(C)s2)cc1)C(C)C
 : -21	-4	-1.8	0	-3.0	-4	6	-20	0
> O=C(c1ccc(-c2ccc([N+](=O)[O-])cc2)o1)N1CCN(S(=O)(=O)c2cccs2)CC1
 : 1	-4	·	-1	·	·	-4	·	·
> Cc1cnc(C(=O)OCC(=O)Nc2ccc(C)c(S(=O)(=O)N(C)C)c2)cn1
 : -6	3	-2.7	7	-2.2	10	-3	10	-5
> CCN(CC)C(=S)NC(=O)C12CC3CC(CC(C3)C1)C2
 : 18	-5	-5.4	-3	-2.2	4	0	14	-23
> CNC(=O)c1cc(C(=O)c2ccc(C(F)(F)F)cc2F)c[nH]1
 : 6	-4	0.5	10	-0.5	-1	1	5	-2
> COc1ccc(NC(=O)N(C)C[C@H]2Oc3ccc(NC(=O)Cc4ccccc4)cc3CC(=O)N([C@H](C)CO)C[C@H]2C)cc1
 : 4	-3	·	2	·	·	0	·	·
> Cc1ccc(CSCc2ccc(C(=O)NCCC(C)C)o2)cc1
 : 43	-10	-0.8	0	-1.5	1	2	-5	4
> Cc1[nH]c(N=Nc2ccccc2)nc1N=Nc1ccccc1
 : 16	-4	-9.4	0	-11	0	-5	-69	-6
> CCOc1ccc(N2C(=O)CN(c3cccc4ccccc34)C2=S)cc1
 : -19	-8	0.6	-7	-1.4	12	-3	8	-7
> Cc1cccc(OCC(=O)NC(=S)Nc2ccc(S(=O)(=O)NC3CCCCC3)cc2)c1
 : -24	-4	-2.1	1	0.5	-3	-3	8	-10
> CCCCN(C(=O)c1cccc(-n2cccc2)c1)c1c(N)n(CCCC)c(=O)[nH]c1=O
 : -7	1	·	2	·	·	12	·	·
> O=c1ccc(-c2ccc(S(=O)(=O)Nc3cccc([N+](=O)[O-])c3)s2)n[nH]1
 : -11	-5	-1.8	0	-4.4	13	6	4	-6
> Cc1cc(SCC(=O)N/N=C/c2ccc(O)c(O)c2)nc2ccccc12
 : -5	-3	0.6	2	0.9	-5	-4	6	0
> Cc1nn2cnnc2c(C)c1Cc1ccc(Cl)cc1
 : 12	3	-2.1	2	-1.7	-4	6	9	5
> C[C@]12CCC(O)CC1=CCC1C2CC[C@]2(C)/C(=N\NC(N)=S)CCC12 (stereo not given in full)
 : 7	-1	-2.7	-5	-1.7	5	3	2	0
> CCCCCCn1c(SCCCC)nc2c1c(=O)[nH]c(=O)n2C
 : -52	-2	-3.4	1	-1.2	-8	3	-6	-1
> CC(NC(=S)NC(=O)c1ccccc1)c1ccccc1 (stereo not given)
 : -18	-6	·	8	·	·	10	·	·
> Cc1cc(C)c(NC(=O)c2ccc(CN3CCc4ccccc4C3)cc2)c(C)c1
 : 14	-6	-3.5	2	-0.7	-1	6	-4	-2
> COc1cc2c(c(OC)c1OC)-c1c(cc3c(c1O)OCO3)C[C@@H](C)[C@@H](C)C2
 : 4	-4	·	-1	·	·	-6	-10	1
> COc1ccccc1CCc1nnc(CCC(=O)NC(C)Cc2cccs2)o1 (stereo not given)
 : 4	-4	-6.6	1	1.8	1	-8	8	7
> O=C(COc1ccc(Cl)cc1)Nc1ccc(Cl)cn1
 : 16	-5	1.2	0	-4.0	-1	2	11	6
> CCc1nnc(NS(=O)(=O)c2ccc(NC(=O)c3cccc(OC(F)(F)C(F)F)c3)cc2)s1
 : 1	0	·	-5	·	·	8	·	·
> Cc1cccc2c(CC(=O)O)noc12
 : -4	-8	-1.6	6	-0.6	5	5	-14	-8
> CC(C)CC(=O)N1CCN(Cc2ccc(Cl)cc2)CC1
 : 10	-8	-2.4	2	-1.8	17	0	4	7
> Cc1cc(C(=O)NC2CCCCCCC2)ccc1[N+](=O)[O-]
 : -3	-6	·	1	·	·	8	·	·
> CCOC(=O)CCCc1ccc(/C(C)=N/NC(N)=S)cc1
 : 0	0	-3.1	5	-1.0	5	0	-10	2
> O=C(CSc1ncn[nH]1)N1CCN(S(=O)(=O)c2ccc(Cl)cc2)CC1
 : 5	-6	0.4	1	1.4	2	0	15	-16
> CCOc1ccccc1/C=C(/NC(=O)c1ccccc1)C(=O)NC(C)c1ccccc1 (stereo not given)
 : 113*	-10	-1.7	0	-0.8	-8	2	-6	-19
> C=CCNC(=S)/C(=C(\[O-])c1ccc(Cl)cc1)[n+]1ccccc1
 : 10	-6	0.2	-1	0.3	-5	-2	-6	-5
> CCCCCCCNC(=O)C1(CC2CC(c3ccc(Cl)cc3)=NO2)CCNCC1 (stereo not given)
 : -5	-13	2.8	11	0.6	-78	-2	-7	9
> COc1ccc(C(C)(C)C)cc1NC(=O)CNc1cccc2ccccc12
 : -90	-10	-2.4	4	-3.0	32	2	47	6
> CN(C)CC(C)(C)NS(=O)(=O)c1ccc(Cl)cc1
 : 3	-4	0.3	0	-1.8	-4	-3	30	4
> CC(C)CNC(=O)c1ccccc1Oc1ccccc1
 : 8	0	-3.2	3	-1.7	5	-3	0	-3
> CCN(CC)P(=O)(Nc1ccc(SC(F)F)cc1)c1ccc(N(C)C)cc1NC(=O)c1ccco1 (stereo not given)
 : 15	-7	-0.7	6	-0.1	-6	-1	-5	-13
> COc1ccc(-c2cc(-c3ccc(O)cc3)nc(N)c2C#N)cc1OC
 : 8	0	5.5	4	-2.9	-11	3	26	-18
> CCOc1cc(C2C3=C(CC(C)(C)CC3=O)Nc3n[nH]c(C)c32)ccc1O (stereo not given)
 : 32	31*	-3.5	3	-3.0	-1	1	-17	-10
> COc1cc(OC)cc(C(=O)NCCCN2CCN(CCCNC(=O)c3cc(OC)cc(OC)c3)CC2)c1
 : 4	-11	-1.6	2	0.5	20	5	-1	-1
> Cc1cc(C)c(OCCN2CCOCC2)c(Cl)c1
 : 16	-4	-1.8	5	-0.7	0	-5	7	2
> CC1CCN(c2ccc([N+](=O)[O-])cc2C(=O)NCC2CCCO2)CC1 (stereo not given)
 : -6	-1	-2.1	6	-2.5	-2	-7	0	-9
> COc1cccc(C2C(C(=O)OC(C)C)=C(C)N=c3s/c(=C\c4ccc(C(=O)O)cc4)c(=O)n32)c1 (stereo not given)
 : -7	4	0.0	1	-4.0	7	3	-7	2
> Cc1nc2ncnn2c(C)c1CCC(=O)N1CCc2ccccc21
 : 18	4	-1.7	4	-1.8	1	1	4	0
> COc1ccc(OC)c(CN2CCN(c3ccc(S(=O)(=O)N4CCCC4)cn3)CC2)c1
 : -4	-6	·	0	·	·	-5	·	·
> CCCCSc1nc(CCC)cc(=O)[nH]1
 : 10	-2	-4.9	4	-4.2	1	1	7	2
> CCOC(=O)C(NC(=O)CC(C)C)(Nc1sc2c(c1C(N)=O)CCCC2)C(F)(F)F (stereo not given)
 : 0	-2	-2.9	-7	-1.7	-1	0	13	-2
> N#Cc1c(C(F)(F)F)cc(-c2cccs2)nc1N1CCCCC1
 : -14	-3	-2.3	1	-1.5	-2	1	21	-18
> Cc1ccc(CNC(=O)CCCCn2c(=O)[nH]c3ccsc3c2=O)cc1
 : 3	0	-1.9	3	-1.4	4	2	9	-1
> Nc1nc2ccc(S(=O)(=O)N3CCCCC3)cc2s1
 : -17	0	-2.0	-25	-1.8	0	1	11	-4
> O=C(C(Cc1ccccc1)n1cccc1)N1CCCCC1 (stereo not given)
 : 2	·	-3.3	5	-5.5	-3	3	7	-2
> Cc1ccc(/C(N)=N/OC(=O)Oc2ccccc2)cc1
 : -5	9	0.5	7	-1.1	-3	0	-1	-7
> COCc1cc(C)nc(SCC(=O)Nc2cc(C(F)(F)F)ccc2N2CCOCC2)c1C#N
 : 9	0	-3.7	6	-4.3	-1	-2	7	-16
> COc1ccccc1C(=O)NNC(=O)C(=O)NC1CCCCC1
 : 0	-5	2.8	11	-7.7	-7	0	-3	-13
> CC(NC(=O)CN(C)Cc1nc2ccccc2c(=O)[nH]1)c1ccccc1 (stereo not given)
 : 24	-1	-5.4	-3	-3.2	1	-6	-11	6
> COC(=O)Cc1ccc(NC(=S)N2CCCC(CO)C2)cc1 (stereo not given)
 : -8	2	-3.2	4	-2.0	-1	1	15	-7
> Fc1cccc(Cc2noc(CN3CCOCC3)n2)c1
 : 5	7	-2.4	2	-2.2	2	2	19	-10
> CSc1nc(C)cc(SCC(=O)N/N=C/c2ccccc2)n1
 : 3	-4	-3.5	3	-3.3	-6	11	-3	-4
> C=CCNc1nc(-c2ccc(Cl)cc2)cs1
 : 11	-3	-1.9	3	-4.4	-6	2	-29	-8
> c1ccc(CCc2nc(-c3cccnc3)no2)cc1
 : -3	-1	-4.3	-3	-5.3	-2	2	8	-8

Two compounds from above, reduced to IDE act and VIM-2 inhibitor.
| smiles | IDE act | VIM-2 inhibitor |
| --- | --- | --- |
| COc1ccc(-c2cc(-c3ccc(O)cc3)nc(N)c2C#N)cc1OC | 4 | 5.5 |
| CCOc1cc(C2C3=C(CC(C)(C)CC3=O)Nc3n[nH]c(C)c32)ccc1O (stereo not given) | 3 | -3.5 |

(listing goes on)
Values in the order: CRFBP-R2 block	GalR3 antagonist	VIM-2 inhibitor	IDE act	IMP-1 inh	HCV NS3 hel inh	IDE inh	SUMO HTRF inh	pCIP destab
> CN(CC(=O)Nc1ccc(Cl)cc1)S(=O)(=O)c1ccc2c(c1)n(C)c(=O)c(=O)n2C
 : -18	-2	-7.0	6	-3.6	-5	6	17	14
> COc1ccc(C(=O)c2sc3nc(-c4ccc(OC)cc4)ccc3c2N)cc1
 : -36	-1	0.1	-10	-1.0	9	-2	-16	14
> O=C(O)CSC(C(=O)Nc1ccc(Br)cc1)c1ccc(Cl)cc1 (stereo not given)
 : 5	1	-2.3	0	-2.7	4	2	5	-8
> Cc1cccc2sc(N(CCCN(C)C)C(=O)CN3C(=O)c4ccccc4C3=O)nc12
 : -10	-9	-1.8	-3	-2.6	-29	0	10	0
> O=C(O)c1cccc(S(=O)(=O)Nc2ccc(Cc3ccncc3)cc2)c1
 : 5	-3	·	1	·	·	-1	·	·
> Cc1ccc(S(=O)(=O)CC(O)COc2ccc(F)cc2Cl)cc1 (stereo not given)
 : 22	-8	-0.7	4	-2.4	-1	0	3	0
> COC(=O)CSCc1nc2ccccc2[nH]c1=O
 : -17	3	-3.3	-2	-0.3	21	12	17	-2
> NC(=O)c1c(NC(=O)c2cccnc2)sc2c1CCCCC2
 : -1	0	-0.8	0	3.9	-3	-2	2	-12
> COCCCNC(=O)Cc1coc2ccc3ccccc3c12
 : -12	-4	-1.5	2	-1.5	5	2	6	6

Assay outcomes: PubChem, several laboratories
